High-throughput results as filed in PubChem BioAssay.
PV pol inh – inhibitors of poliovirus RNA polymerase binding and polymerization. poliovirus polymerase elongation, fluorescence polarization; hits give low values. % elongation, % (compound at 16.7 µg/mL). 150,000 compounds, 0.66% hits. AID 588519; in the data active = % elongation below about 90%; also: some results filed as inactive read as strong as hits
Target sequence (P03300 1749-2209 limits assumed): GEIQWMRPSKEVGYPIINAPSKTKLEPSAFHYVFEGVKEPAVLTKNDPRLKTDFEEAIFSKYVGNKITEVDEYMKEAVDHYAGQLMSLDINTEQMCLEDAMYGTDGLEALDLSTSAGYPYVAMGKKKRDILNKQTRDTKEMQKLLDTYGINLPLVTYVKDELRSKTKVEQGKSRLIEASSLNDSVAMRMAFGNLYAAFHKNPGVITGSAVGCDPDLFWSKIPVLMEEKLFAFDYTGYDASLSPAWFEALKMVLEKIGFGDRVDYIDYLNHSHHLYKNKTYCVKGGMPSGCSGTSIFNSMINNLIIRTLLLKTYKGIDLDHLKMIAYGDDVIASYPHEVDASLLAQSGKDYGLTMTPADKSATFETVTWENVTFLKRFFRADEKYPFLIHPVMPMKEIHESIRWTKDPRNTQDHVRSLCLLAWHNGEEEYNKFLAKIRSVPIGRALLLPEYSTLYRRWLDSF
PV pol inh FP z-score – recorded beside PV pol inh, whose call it bears; z-score; measured here: FP z-score; hits read low
* = called active by the depositor; & = joins results of further samples. The list is partial; count on the stated rates, not on these rows.

Start of the listing, in advance (2 entries):
SMILES | PV pol inh | PV pol inh FP z-score
COc1ccc(S(=O)(=O)Nc2cc3c(cc2N2CCOCC2)n(C)c(=O)n3C)cc1 | 107 | 0.7
Cc1cc(C(=O)CSc2n[nH]c(COc3ccc(Cl)cc3)n2)c(C)n1-c1nccs1 | 103 | 0.2

This part in full, from the first entry:
SMILES | PV pol inh | PV pol inh FP z-score
COc1ccc(S(=O)(=O)Nc2cc3c(cc2N2CCOCC2)n(C)c(=O)n3C)cc1 | 107 | 0.7
Cc1cc(C(=O)CSc2n[nH]c(COc3ccc(Cl)cc3)n2)c(C)n1-c1nccs1 | 103 | 0.2
CCOc1ccc(-c2noc(CSc3nnc(Cc4ccccc4)n3-c3cccc(C)c3)n2)cc1 | 109 | 0.4
O=C(O)c1ccc(CN=C2NS(=O)(=O)c3ccccc32)cc1 | 101 | -0.1
O=c1ccn(C2OC(CO)C(O)C2O)c(=S)[nH]1 (stereo not given) | 100 | -0.4
Cn1cnc2ccccc21 | 100 | -0.2
CSc1nnc(C(C)(C)C)c(=O)n1/N=C/c1ccccc1 | 95 | -1.5
Cn1c(=S)[nH]c2sc3c(c2c1=O)CCC(C(C)(C)C)C3 (stereo not given) | 111 | 0.8
Cc1cccc2c(=O)cc(CSCC(=O)Nc3ccc(Cl)cc3)[nH]c12 | 110 | 0.9
O=C(Nc1ccc(NC(=O)c2cccs2)cc1)c1cccs1 | 99 | -0.7
O=C(NCc1ccccc1)NC1(C(=O)O)CCCCC1 | 103 | 0.5
CCn1ccc(C(=O)Nc2cc(Cl)ccc2Cl)n1 | 100 | -0.1
Cc1ccc(-c2nnc(SCC(=O)c3ccc(C)cc3C)o2)cc1 | 107 | 0.4
N#CCOC(=O)c1sc2ccccc2c1Cl | 103 | 0.1
CCOc1ccc(NC(=O)CSc2nc3ccc(N4C(=O)c5ccccc5C4=O)cc3s2)cc1 | 103 | 0.1
CCOC(=O)c1cccc(C(=O)Nc2nc3ccc(OC)cc3s2)n1 | 100 | -0.2
CCCn1c(CCC(=O)Nc2ccccc2C)nc2cc(S(=O)(=O)N3CCOCC3)ccc21 | 104 | 0.2
O=C1/C(=C/c2ccccc2)CCCc2ccccc21 | 104 | 0.3
CC1CCCN(c2cc3c(cc2F)c(=O)c(S(=O)(=O)c2cccc(Cl)c2)cn3Cc2ccccc2)C1 (stereo not given) | 107 | -0.1
Cc1ccc(CNS(=O)(=O)c2c(C)nc3sc(C)cn3c2=O)cc1 | 103 | -0.4

Single records, from the list above. Order of values: PV pol inh | PV pol inh FP z-score
Shown for `O=C(NCc1ccccc1)NC1(C(=O)O)CCCCC1` = 103 | 0.5
Shown for `CCOC(=O)c1cccc(C(=O)Nc2nc3ccc(OC)cc3s2)n1` = 100 | -0.2
Shown for `Cc1ccc(-c2nnc(SCC(=O)c3ccc(C)cc3C)o2)cc1` = 107 | 0.4
Shown for `CCn1ccc(C(=O)Nc2cc(Cl)ccc2Cl)n1` = 100 | -0.1
Shown for `CSc1nnc(C(C)(C)C)c(=O)n1/N=C/c1ccccc1` = 95 | -1.5

(more compounds)
SMILES | PV pol inh | PV pol inh FP z-score
CCCSc1oc(-c2ccco2)nc1S(=O)(=O)c1ccc(Br)cc1 | 99 | -1.8
Cc1cccc2sc(N(CCCN(C)C)C(=O)c3ccc(Cl)s3)nc12 | 107 | 0.2
O=C(O)CCC(=O)Nc1ccc(CN2CCCC2)cc1 | 109 | 0.7
O=C(COc1coc(CN2CCN(Cc3ccccc3)CC2)cc1=O)N1CCCCC1 | 104 | 0.8
Cc1ccccc1CCNC(=O)C1CCN(S(=O)(=O)c2ccc3c(ccn3C)c2)CC1 | 110 | 0.9
Cc1cccc(CSCc2ccc(C(=O)NC3CCCC(C)C3C)o2)c1 (stereo not given) | 101 | -0.7
O=C(Nc1cc(-c2ccc(Cl)cc2)nn1-c1ccc(F)cc1)C1CCC1 | 106 | 0.6
CCN1CCC(N(Cc2ccc3c(c2)OCO3)C(=O)Nc2ccc(Br)c(C)c2)CC1 | 112 | 0.4
NC(=O)C1CCN(C(=O)CSc2nccc(-c3ccccc3)n2)CC1 | 102 | 0.2
Cc1ccc(Nc2nc(-c3ccccc3)nc3ccccc23)cc1 | 105 | 0
O=C(OCCn1ncc2ccccc2c1=O)c1ccc2c(c1)CCO2 | 102 | -0.1
Cc1cc(N2CCOCC2)cc(C)[n+]1[O-] | 101 | 0.1
COC(=O)c1c2c(n3ccc(C)cc13)C(=O)c1ccccc1C2=O | 99 | -0.7
COc1ccc(CCNC(=O)c2ccc3c(c2)N(Cc2ccccc2C)C(=O)c2ccccc2S3)cc1OC | 107 | -0.9
COc1cc(C(CC(=O)Nc2ccc(F)cc2F)N2Cc3ccccc3C2=O)cc(OC)c1OC (stereo not given) | 103 | -0.8
C=CCN1C(=O)Cc2c1nc(N)c1c(N)nc(N3CCN(C(=O)c4ccco4)CC3)c(C#N)c21 | 106 | 0.4
CC(C(=O)NC1CCCC1)N(c1ccc(F)cc1)S(C)(=O)=O (stereo not given) | 103 | 0.5
CN(C)N1C(=O)c2cccc3c(Br)ccc(c23)C1=O | 104 | 0.7
O=C(NC(Oc1ccccc1)(C(F)(F)F)C(F)(F)F)Oc1ccccc1 | 109 | 0.9
Nc1nc(Nc2ccccc2)n(-c2ccccc2)c(=O)n1 | 103 | 0.6
CCOC(=O)C1(C#N)C(C#N)(C(=O)OCC)C1(C#N)C(=O)OCC (stereo not given) | 103 | 0
O=C(NC1CC(=O)N(c2cccc(F)c2)C1)c1ccc(Br)o1 (stereo not given) | 108 | 0.3
Cc1ccc(-n2c(=O)/c(=C\c3ccc4c(c3)OCO4)s/c2=C(/C#N)C(=O)NCCN2CCOCC2)c(C)c1 | 91 | -2
COc1cc(Cl)c(C)cc1NC(=O)CC1CCCC1 | 106 | 0.6
CCOc1ccc2nc(SCC(=O)N3CCCC3=O)sc2c1 | 93 | -0.7
CC(=O)c1ccc(NC(=O)COc2ccccc2-c2nc(-c3ccccc3)no2)cc1 | 114 | 1.4
Cc1ccc(-c2nsc(NC(=O)c3oc4cc(C)c(Cl)cc4c3C)n2)cc1 | 110 | 1
CNC(=O)CO/N=C/c1ccc(N(C)C)cc1 | 104 | 0.1
O=S(=O)(c1cccc(F)c1)N1CCN(CC(O)COC(c2ccccc2)c2ccccc2)CC1 (stereo not given) | 99 | -0.4
CC(=O)Oc1cc(OC(C)=O)c2c3c(c(=O)oc2c1)CCCC3 | 100 | 0.1
Cc1cccc(C)c1Nc1c(-c2cc(Br)ccc2O)nc2nc[nH]n12 | 101 | -0.2
c1ccc2c(c1)CN1CCCC1=N2 | 106 | 1.2
O=C(O)CC12OC3C4C5CC(C6C5C3C61)C42 (stereo not given) | 103 | 0.4
Cn1c(-c2ccccc2)c(C(=O)COC(=O)c2ccc(Br)o2)c2ccccc21 | 113 | 1.3
CCOCC(O)CSc1ccccc1 (stereo not given) | 99 | -0.9
COc1ccc(C(=O)c2cn(Cc3ccc(F)cc3)c3ccc(C)cc3c2=O)cc1 | 110 | 0.8
O=C(CN1CCc2ccccc2C1)N(C1CCCCC1)C1CCS(=O)(=O)C1 (stereo not given) | 102 | 0
Nc1nccnc1C(=O)OCC(=O)c1csc(N2CCCCC2)n1 | 110 | 0.9
O=C(Nc1ccc2oc(-c3cccc4c(Br)cccc34)nc2c1)c1cccc(Cl)c1 | 107 | 0.6
CC(=O)Nc1ccc2nc(SCc3ccccc3)sc2c1 | 103 | -0.8
CCOP(=S)(OCC)C1(C#N)CC1 | 97 | -0.4
CCOc1ccc(NC(=O)c2ccc3c(c2)c(C)c(C)n3Cc2ccc(F)cc2)cc1 | 110 | 0.7
Cc1ccccc1NC(=O)C1CCN(S(=O)(=O)c2c(C)noc2/C=C/c2ccco2)CC1 | 107 | 0.5
CCc1nnc2c(NCc3ccccc3)nc3ccccc3n12 | 106 | 0.3
Cc1ccccc1CNC(=O)CCC(=O)N1CCSc2ncccc21 | 101 | -0.2
CCc1cc2c(SCC(=O)Nc3ccc(S(=O)(=O)N4CCOCC4)cc3)ncnc2s1 | 107 | 0.5
O=S(=O)(c1ccc2ccccc2c1)N1CCCCC1 | 103 | 0.4
CCN(CC)C(=O)C1Sc2nnc(-c3ccccc3)n2NC1c1ccc(C)cc1 (stereo not given) | 100 | -0.2
CN(C(=O)COc1cccc(CO)c1)c1ccccc1 | 104 | 0.8
CCOc1ccc(OCC)c(NC(=O)c2cnc3c(-c4ccccc4)c(C)nn3c2C)c1 | 115 | 0.8
Cc1ccc(C)n1-c1ccc(C(=O)N/N=C/c2ccncc2)cc1 | 103 | 0.3
CC(=O)NCCc1csc(-c2ccccc2)n1 | 103 | 0.2
CCOC(=O)Cn1nc(-c2nonc2N)nc1-c1nonc1N | 101 | -0.2
CC(C)c1cc(C(=O)NCc2ccccc2)no1 | 107 | 0.6
O=C(NCCCNC1CCCCC1)c1ccc(/C=N/O)nc1 | 102 | 0.6
COCCn1cnc2c1c(=O)n(CC(=O)OCC(=O)NC1CCCC1)c(=O)n2Cc1ccccc1 | 100 | -0.5
N#C/C(=C(/O)c1cc2ccccc2o1)c1nc2ccccc2s1 | 103 | -0.4
Cc1ccc(C(=O)Nc2cccc3cccnc23)cc1Cl | 108 | 0.8
CCC1CCc2sc(C(=O)N=c3sccn3C)cc2C1 (stereo not given) | 105 | 0.1
CCCN(CCC)C(=O)Nc1ccc(CC)cc1 | 102 | -0.1

Later entries
SMILES | PV pol inh | PV pol inh FP z-score
COc1ccc(-n2c(SCC(=O)NCc3ccc(C)cc3)nc3n[nH]c(C)c3c2=N)cc1 | 108 | 0.6
O=C1NC2(CCCCC2)C(=O)N1c1ccc(Cl)cc1 | 103 | 0.3
CN(c1ccccn1)S(=O)(=O)c1cc(Cl)ccc1Cl | 107 | 0.6
COc1ccc(CC(=O)Nc2sc3c(c2C(=O)Nc2c(C)cccc2C)CCCCC3)cc1 | 105 | 0.3
CC(NC(=O)c1cccs1)C1CC2CCC1C2 (stereo not given) | 101 | -0.2
CCNc1c(NC(=O)CC23CC4CC(CC(C4)C2)C3)c(=O)oc2ccccc12 | 100 | -0.4
Cc1nn2c(-c3cccc(NC(=O)CN4CCOCC4)c3)nnc2c2ccccc12 | 101 | 0.3
Cc1ccccc1C1=CCN(c2ncc(NC(=O)c3ccc(Cl)cc3)cc2C(=O)O)CC1 | 103 | -0.9
CCc1ccc(CNC(=O)c2cnc(N3CCCC3)nc2)cc1 | 101 | 0.3
Cc1ccc(OCC(=O)Nc2cccc3ccc(C)nc23)c(C)c1 | 105 | 0.3
OC1C=CSc2nc3ccccc3n21 (stereo not given) | 102 | 0.7
COc1ccc(C)cc1NS(=O)(=O)c1ccc(-c2cnc(C3CC3)o2)cc1 | 105 | -0.2
O=C(CSc1nccn1Cc1ccco1)Nc1ccc(OC(F)(F)F)cc1 | 107 | 0
COc1cc(OC)c(N(C)C(=O)c2sc3nc4n(c(=O)c3c2C)CCCC4)cc1Cl | 112 | 1
CCN(CC1COc2ccccc2O1)C(=S)Nc1ccccc1 (stereo not given) | 102 | 0.6
COc1ccc(NC(=O)c2ccc3c(SCC(=O)O)c4c(nc3c2)CCCC4)cc1OC | 106 | 0.3
Cc1cc[n+](CC(=O)N2CCCCC2)cc1 | 101 | 0
O=c1[nH]nc(SCCS(=O)(=O)c2ccc(F)cc2)n1Cc1ccco1 | 104 | 0
COc1ccc(NC(=O)c2oc3ccccc3c2NC(=O)c2cc(=O)c3cc(Cl)ccc3o2)cc1 | 109 | 0.4
CC1CC(C)CN(S(=O)(=O)Cc2ccccc2)C1 (stereo not given) | 98 | -0.5
Cc1ccc(-c2csc(Nc3ccccn3)n2)cc1 | 102 | 0.3
Cc1ccc(-c2nnc(SCC#N)nc2-c2ccc(C)cc2)cc1 | 116 | 1.7
CCOc1ccc(C(=O)C(C)Sc2nc(-c3ccco3)c(C#N)c(=O)[nH]2)cc1 (stereo not given) | 104 | 0.1
CCc1c(C)c2cc3c(c(C)c2oc1=O)OCN(CCc1ccccc1F)C3 | 109 | 0.5
COc1ccccc1NC(=O)COC(=O)C1CC1 | 102 | 0.2
CCCCOC(=O)c1ccc(NC(=O)C2(c3cccs3)CCOCC2)cc1 | 107 | 0
CCOc1ccc(C(=O)Nc2c(C(=O)Nc3ccccc3F)oc3ccccc23)cc1OCC | 100 | -1.2
O=C(O)CSc1nc2ccc(NC(=O)COc3ccc(Cl)cc3)cc2s1 | 109 | 0.6
C=CCNC(=O)COc1ccccc1 | 100 | 0.2
COc1cc(C2CC(=O)Nc3c2c(=O)nc2c(C)cccn32)cc(OC)c1OC (stereo not given) | 101 | -0.5
CCc1ccccc1Nc1nc2cc(Cl)c(Cl)cc2nc1-n1nc(C)cc1C | 107 | 0.6
CCCCC(C)(O)C/C=C/[C@H]1[C@H](O)CC(=O)[C@@H]1CCCCCCC(=O)O (stereo not given in full) | 101&101 | 0&0.2
Cc1ccc2cc(C#N)c(SCC(=O)N3CCCC3)nc2c1 | 101 | -0.4
O=C(Nc1ccc(N2CCCCC2)cc1)c1cccs1 | 96 | -1.9
COC(=O)CCC(=O)Nc1ccc2oc3c(c2c1)CCCC3 | 107 | 1.7
CCOC(=O)C1CCCN(S(=O)(=O)c2cc3c4c(c2)CC(=O)N4CCC3)C1 (stereo not given) | 107 | -0.1
Cc1nnc(SC2CCN(S(=O)(=O)c3ccc4c(c3)OCCO4)CC2)s1 | 104 | 1.2
COc1ccc(CCNC2CC(=O)N(Cc3ccccc3)C2=O)cc1OC (stereo not given) | 99 | -0.1
O=C(COCc1cc(-c2ccc(F)cc2)on1)NCCN1CCCC1 | 103 | 0.5

Rewritten with values under each structure: seven of the compounds above
Below each compound: PV pol inh	PV pol inh FP z-score
> COc1cc(C2CC(=O)Nc3c2c(=O)nc2c(C)cccn32)cc(OC)c1OC (stereo not given)
→ 101	-0.5
> Cc1ccc(-c2nnc(SCC#N)nc2-c2ccc(C)cc2)cc1
→ 116	1.7
> CCc1c(C)c2cc3c(c(C)c2oc1=O)OCN(CCc1ccccc1F)C3
→ 109	0.5
> Cc1ccc2cc(C#N)c(SCC(=O)N3CCCC3)nc2c1
→ 101	-0.4
> O=C(COCc1cc(-c2ccc(F)cc2)on1)NCCN1CCCC1
→ 103	0.5
> COC(=O)CCC(=O)Nc1ccc2oc3c(c2c1)CCCC3
→ 107	1.7
> CCCCOC(=O)c1ccc(NC(=O)C2(c3cccs3)CCOCC2)cc1
→ 107	0
